# CHT allo act: human CHT allosteric activation | Q9GZV3 | CHT-expressing cells, membrane potential dye, choline EC20; stronger effect = higher value; LV-AA mutant CHT in HEK293 cells | B-score at 10 µM | actives 0.49% (n = 310,000) | AID 488977;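 active means initial fluorescence not abnormally high and integrated response B-score, plate-corrected, over 3 SD above library mean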
# Target sequence (Q9GZV3 whole entry, looked up): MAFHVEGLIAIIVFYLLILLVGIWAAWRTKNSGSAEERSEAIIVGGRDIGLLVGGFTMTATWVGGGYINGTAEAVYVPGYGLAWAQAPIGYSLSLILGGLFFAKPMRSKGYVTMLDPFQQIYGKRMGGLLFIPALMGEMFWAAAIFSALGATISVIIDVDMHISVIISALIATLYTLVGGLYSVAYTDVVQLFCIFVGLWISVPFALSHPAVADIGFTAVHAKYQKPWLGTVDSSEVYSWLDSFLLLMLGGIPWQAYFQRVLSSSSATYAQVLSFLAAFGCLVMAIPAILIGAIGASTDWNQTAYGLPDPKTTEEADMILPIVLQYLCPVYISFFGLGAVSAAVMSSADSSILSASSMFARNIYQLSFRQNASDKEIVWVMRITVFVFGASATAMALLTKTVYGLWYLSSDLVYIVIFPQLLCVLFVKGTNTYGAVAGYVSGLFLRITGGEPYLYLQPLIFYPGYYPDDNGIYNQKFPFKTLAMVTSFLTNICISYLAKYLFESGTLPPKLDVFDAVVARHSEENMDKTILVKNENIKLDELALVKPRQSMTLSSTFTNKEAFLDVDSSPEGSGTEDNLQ
# CHT block: inhibitors of human choline transporter CHT; CHT-expressing cells, membrane potential dye, choline response; stronger effect = lower value; Q9GZV3; actives 0.86% (n = 310,000); B-score at 10 µM;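 active means B-score over 3 SD under the library average, and starting fluorescence ratio not unusually high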;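 further: choline stimulus applied at its EC90 after an EC20 pre-addition; B-score computed on integrated fluorescence ratio after choline addition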
# * marks the source's active call; other numbers are inactive results; i = inactive.
# Value order: CHT allo act, CHT block
CC12C(=O)N(c3ccc(C(=O)N4CCOCC4)cc3)C(=O)C1C1c3ccccc3C2c2ccccc21 (centres undefined)
→ i, i
COc1ccccc1OCC(=O)Nc1ccc(O)cc1C(=O)O
→ i, i
Cc1ccc(Cl)cc1N1CCN(C(=S)NCc2ccco2)CC1
→ i, i
S=C(NCc1ccccc1)NCC1COc2ccccc2O1 (centres undefined)
→ i, i
COc1ccc(S(=O)(=O)N2CCCC2CNC(=O)C(=O)Nc2ccc(F)cc2)cc1 (centres undefined)
→ i, i
COc1ccc(CCC(=O)Nc2cc3c4c(c2)CCC(=O)N4CCC3)cc1
→ i, i
O=C(OCc1cc2ccccc2[nH]c1=O)c1ccccc1
→ i, i
Cc1ccc(NC2=C([N+](=O)[O-])CS(=O)(=O)C2)cc1
→ i, i
NC(=O)c1c(Nc2nc3c(F)cccc3s2)sc2c1CCCC2
→ i, i
Cc1cc(CN2CCC(n3nccc3NC(=O)c3ccccc3Cl)CC2)cc(C)c1O
→ i, i
CCOc1ccc(S(N)(=O)=O)cc1-c1nc2c(C(C)(C)C)nn(C)c2c(=O)[nH]1
→ i, i
O=C(Cn1cc(C(F)(F)F)ccc1=O)N/N=C/c1ccc(Cl)cc1Cl
→ i, i
COc1ccc(N2C(=O)CC(NC3CC3)C2=O)cc1 (centres undefined)
→ i, i
COCCCNC(=O)C1C2C=CC3(CN(Cc4ccc(C)cc4)C(=O)C13)O2 (centres undefined)
→ i, i
O=C(COc1cc2oc(=O)c3c(c2cc1Cl)CCC3)NCCN1CCOCC1
→ i, i
O=C(c1cnn2c(-c3ccccc3)cc(-c3ccccc3)nc12)N1CCN(Cc2ccccc2)CC1
→ i, i
CC(C)C(=O)Nc1ccc([N+](=O)[O-])c(C(F)(F)F)c1
→ i, i
O=C(CCNC(=O)c1ccc([N+](=O)[O-])cc1)Nc1ccc(F)cc1
→ i, i
COc1cc(C(=O)NCCc2ccc(S(=O)(=O)N3CCCC3)cc2)cc(OC)c1OC
→ i, i
CCN(CC)S(=O)(=O)c1cccc(C(=O)OCC(=O)NC(C)c2ccccc2)c1 (centres undefined)
→ i, i
CC1Cc2ccccc2N1C(=O)Cn1c(=O)cc(O)c2ccccc21 (centres undefined)
→ i, i
CCCCn1c(CNC(=O)CCC)nc2ccccc21
→ i, i
CCN(CC)C(=O)CS(=O)(=O)CC(=O)Nc1cc(OCCOC)c(Cl)cc1Cl
→ i, i
O=C(CCNS(=O)(=O)c1ccccc1)NNC(=O)c1csc(N2CCOCC2)n1
→ i, i
CCn1c(CNc2ccc(F)cc2)nnc1SCC(=O)OC1CCCCC1
→ i, i
COc1ccc(NC(=O)C2CCCN(c3c4c(nc5ncnn35)CCC4)C2)cc1 (centres undefined)
→ i, i
COc1cc(/C=C2\CCOC2=O)cc(OC)c1OC
→ i, i
CCOC(=O)c1c(=O)n(O)c2ccc(OC)cc2[n+]1[O-]
→ i, i
NC(=O)C1CC12c1ccccc1-c1ccccc12 (centres undefined)
→ i, i
CCOc1ccc2oc(C(=O)N(C)CC(=O)Nc3ccc(OCC)c(OCC)c3)c(C)c2c1
→ i, i
Cc1cccc(NC(=O)CCCCCN2C(=O)c3ccccc3C2=O)n1
→ i, i
CC(C)(C)N/N=C/c1cc(Cl)cc([N+](=O)[O-])c1O
→ i, -5.85*
CCOc1ccccc1/C=C/C(=O)c1ccc(Cl)cc1
→ i, i
O=C(CN1C(=O)C(=O)c2ccccc21)NC1CCCCC1
→ i, i
CCN1CCN(c2cc3c(cc2F)c(=O)c(C(=O)O)cn3C2CC2)CC1
→ 8.72*, i
Cc1ccc(C)n1-c1ccc(NC(=O)c2ccccc2)cc1
→ i, i
CC1(C)C(c2ccc(Cl)cc2)=[N+]([O-])C2(CCCC/C2=N\O)N1O (centres undefined)
→ i, i
Cc1ccc(OC(=O)c2cccc(S(=O)(=O)N3CCN(C)CC3)c2)c(Br)c1
→ i, i
Cc1cc(NS(=O)(=O)c2ccc(NC(=O)c3cccnc3)cc2)nc(C)n1
→ i, i
O=C(Nc1ccccc1C(=O)NCC1CCCO1)c1ccc(Cl)cc1 (centres undefined)
→ i, i
C=CCn1c(SCC(C)=O)nc2scc(-c3ccc(C)o3)c2c1=O
→ i, i
CCc1ccc(NC(=O)CSCc2ccc(C(=O)O)cc2)cc1
→ i, i
O=C(Nc1ccc2c(c1)nc1n2CCOC1)c1ccco1
→ i, i
COC(=O)CSc1nc(C)cc(C)c1C#N
→ i, i
COc1ccccc1C(=O)C1CCCN(C(=O)CCn2cnnn2)C1 (centres undefined)
→ i, i
Cn1c(SCC(=O)OC2CCCCC2)nnc1-c1ccco1
→ i, i
O=C(Nc1cccc(Cl)c1)/C(=C\c1cccnc1)NC(=O)c1ccco1
→ i, i
COc1cc(S(=O)(=O)NC2CC(C)(C)NC(C)(C)C2)c(OC)cc1Cl
→ i, i
Cc1cc(C)c2c(n1)nn1c(N3CCN(c4ccccc4)CC3)cc(C)nc21
→ i, i
Nc1cccc(-c2csc(-n3ncc(C(=O)O)c3C(F)(F)F)n2)c1
→ i, i
O=C1C2C3C=CC(CNS(=O)(=O)c4ccccc4[N+](=O)[O-])(O3)C2C(=O)N1c1ccccc1 (centres undefined)
→ i, i
CC(C)Oc1ccc(CNC(=O)c2ccc3nc(N4CCOCC4)sc3c2)cc1
→ i, i
OC(COCc1ccc(Cl)cc1)CN1CCN(CC(O)COCc2ccc(Cl)cc2)CC1 (centres undefined)
→ i, i
COc1cccc(C(=O)NNC(=O)c2cccc(F)c2)c1
→ i, i
CCOc1cc(CNCCc2ccc(S(N)(=O)=O)cc2)ccc1OCC(=O)NC1CCCCC1
→ i, i
COc1cccc(NC(=O)c2cnc(SC)nc2C)c1
→ i, i
COc1ccc(CCn2cnc3c([nH]c4ccccc43)c2=O)cc1
→ i, i
O=C(CC1SCCNC1=O)Nc1cc(Cl)cc(Cl)c1 (centres undefined)
→ i, i
O=C1CC2(CON=C2c2ccc(F)cc2)C(=O)N1c1ccc(F)cc1 (centres undefined)
→ i, i
CCOC(=O)c1cnc(SC)nc1Sc1ccccc1Cl
→ i, i

# (next part)
# Value order: CHT allo act, CHT block
Cc1cc(/C=C2\SC(=O)NC2=O)c(C)n1-c1ccc(N(C)C)cc1
→ i, i
CCOc1ccc(CCNC(=O)CSC(=S)N2CCCC2)cc1OCC
→ i, i
O=C(COC(=O)/C=C/c1ccc([N+](=O)[O-])cc1)NCc1ccccc1
→ i, i
Cc1ccc(S(=O)(=O)N(CCCN(C)C)Cc2ccc3c(c2)OCO3)cc1
→ i, i
CCC(C)[C@H](NC(=O)NCc1ccc(OC)c(OC)c1)C(=O)O (some centres undefined)
→ i, i
CN(C)S(=O)(=O)N1CCC(Oc2cccc(C(=O)NC3CCOC3)c2)CC1 (centres undefined)
→ i, i
Cc1nc(NC(=O)c2ccco2)sc1C(=O)Nc1ccc(Br)cc1
→ i, i
CC(C)Cn1c(SCC#N)nc2ccccc2c1=O
→ i, i
COc1cccc(N(C(=O)CNC(=O)c2ccco2)C(C(=O)NC2CCCCC2)c2ccncc2)c1 (centres undefined)
→ i, i
COC(=O)C(C)n1nc(C)n(-c2ccc(C)cc2)c1=O (centres undefined)
→ i, i
S=C(Nc1cccc(Cl)c1)NC1CCCCC1
→ i, i
Cc1cc(C)cc(NC(=O)NCC2CCN(Cc3cc(C)ccc3C)CC2)c1
→ i, i
CCCCNC(=O)c1cn(CC)c2ccc(S(=O)(=O)N3CCCC3)cc2c1=O
→ i, i
Cc1cc(C(=O)CCl)c(C)n1CCc1ccccc1
→ i, i
CCOc1cccc(C(=O)Nc2ccc(N(CC)CC)cc2)c1
→ i, i
CCOC(=O)c1nn(-c2ccccc2C)c(=O)cc1OCC(=O)Nc1cccc(OC)c1
→ i, i
O=C(O)c1ccccc1NCc1ccco1
→ i, i
Nc1ccc(Cl)c(-c2nc3ncccc3o2)c1
→ i, i
COc1ccc(OC)c(CNc2ccc(F)c(Cl)c2)c1
→ i, i
Oc1ccc(-c2nnc(-c3ccc(O)cc3)nn2)cc1
→ i, i
Cc1ccc(S(=O)(=O)Nc2ccccc2F)cc1C(=O)NCCCN1CCCC1=O
→ i, i
c1ccc(CCNc2cnccn2)cc1
→ i, i
Cc1cccc(N(CC(=O)Nc2cccnc2)S(C)(=O)=O)c1
→ i, i
COc1ccccc1C(OC(=O)c1cccs1)C(=O)NCC1CCCO1 (centres undefined)
→ i, i
CCOC(=O)c1ccc(CS(=O)c2ccc(Cl)cc2)o1 (centres undefined)
→ i, i
CCN(CC)c1ncnnc1-c1ccccc1
→ i, i
COc1ccc(Nc2nc3nonc3nc2N2CCCCC2)cc1
→ i, i
CCOc1ccc2nc(Cl)c(C3CC(c4ccccc4)=NN3C(=O)c3ccco3)cc2c1 (centres undefined)
→ i, i
CCCNC(=O)c1c[nH]c2ccc(S(=O)(=O)N(C)c3ccc(OCC)cc3)cc2c1=O
→ i, i
CCOC(=O)c1c(C)[nH]c(C(=O)COC(=O)C2CC(=O)N(Cc3ccccc3)C2)c1C (centres undefined)
→ i, i

# Of the compounds above, 5 have two or more sulfur atoms.
# Value order: CHT allo act, CHT block
NC(=O)c1c(Nc2nc3c(F)cccc3s2)sc2c1CCCC2
→ i, i
O=C(CCNS(=O)(=O)c1ccccc1)NNC(=O)c1csc(N2CCOCC2)n1
→ i, i
C=CCn1c(SCC(C)=O)nc2scc(-c3ccc(C)o3)c2c1=O
→ i, i
CCOC(=O)c1cnc(SC)nc1Sc1ccccc1Cl
→ i, i
CCOc1ccc(CCNC(=O)CSC(=S)N2CCCC2)cc1OCC
→ i, i

# New compounds follow:
# Value order: CHT allo act, CHT block
CSc1cccc(CN2CCC(Oc3ccc(C(=O)N4CCCCC4)cc3)CC2)c1
→ i, i
CCCc1cc(=O)[nH]c(SCC(=O)Nc2nc(-c3ccccc3)cs2)n1
→ i, i
Nc1c(-c2ccccc2)c(CSc2nc3ccccc3[nH]2)nn1-c1ccc(C(=O)O)cc1
→ i, i
CC(C)CC(=O)Nc1nnc(S(=O)(=O)N2CCCCCC2)s1
→ i, i
COC(=O)c1cnc(N2CCOCC2)nc1C(F)(F)F
→ i, i
CCOC(=O)c1c(CN2CCOCC2)oc2ccc(OC)cc12
→ i, i
C=COCCn1c(-c2nonc2N)nc2ccccc21
→ i, i
CCOc1ccc(CN2CCSCC2)cc1
→ i, i
COc1cc(Br)c(-c2sc(Nc3ccccc3)n[n+]2-c2ccccc2)cc1OC
→ i, i
O=C(c1ccc(C(F)(F)F)cc1)n1ccc(-c2cccs2)n1
→ i, i
Cc1nc(C)c(C(=O)NCCC(c2ccccc2)c2ccccc2)o1
→ i, i
Cc1cccc(C)c1Nc1c(-c2ccccc2O)nc2ncccn12
→ i, i
Cc1cccc(C(=O)NCC(=O)N(C)CC(=O)Nc2ccc(N3CCOCC3)cc2)c1
→ i, i
COc1cc(OC)cc(C(=O)Nc2nc(CC(=O)NCc3ccc(F)cc3)cs2)c1
→ i, i
C/C=C/C=C\C(=O)Nc1cccc(C2=NOC3(C2)C[C@H](C(N)=O)N(C(=O)/C=C/C)C3)c1 (some centres undefined)
→ i, i
OCCOCCNc1ncnc2c1cnn2-c1ccccc1
→ i, i
Cc1nc(N2CCC(C)CC2)c2c(C)c(C(=O)Nc3cc(F)ccc3C)sc2n1
→ i, i
O=C(c1cccs1)N1CCN(CCCc2ccccc2)CC1
→ i, i
COc1ccc(C2N3CC4(C)CN2CC(C)(C3)C4O)cc1OC (centres undefined)
→ i, i
Cc1ccc(Nc2ccc(S(=O)(=O)N3CCOCC3)cc2[N+](=O)[O-])cc1C
→ i, i
O=C(NCc1ccco1)c1ccc(COc2ccc(Cl)cc2)cc1
→ i, i
C=CCN1C(=O)/C(=C2/Sc3ccc(OC)cc3N2C)SC1=Nc1cccc(O)c1
→ i, i
Cc1ccc(C(=O)N2CCCC(Nc3ccc(C)c(C)c3)C2)c(=O)[nH]1 (centres undefined)
→ i, i
Cc1cc(C)n2nc(-c3ccsc3-n3c(C)ccc3C)cc2n1
→ i, i
CS(=O)(=O)Nc1cccc(C2=NN(C(=O)c3ccccc3)C(c3cccs3)C2)c1 (centres undefined)
→ i, i
CCCCn1c(-c2ccc(Cl)c(Cl)c2)nc2cc3[nH]c(=O)c(C(C)C)nc3cc21
→ i, i
O=C(O)CSc1cn(Cc2ccccc2)c2ccccc12
→ i, i
COc1ccc(C)cc1NC(=O)NNS(=O)(=O)c1ccc(NC(C)=O)cc1
→ i, i
C=CCC(=O)NC1CC(C)(C)Cc2c1cnn2-c1ccc(C)cc1 (centres undefined)
→ i, i
O=C(NCc1cccc(Cl)c1)c1ccc(CS(=O)Cc2ccc(Cl)cc2)o1 (centres undefined)
→ i, i
Cc1cccc(-c2nc(CS(=O)CC(=O)NCc3ccco3)c(C)o2)c1 (centres undefined)
→ i, i
CCOC(=O)/C=C/C(=O)OCC(=O)Nc1ccc(Cl)cn1
→ i, i
N#Cc1c(CSCC(=O)O)cc(=O)n2c1[nH]c1ccccc12
→ i, i
Cc1ccc(C2(C)NC(=O)N(CC(=O)N(C)CC(=O)Nc3cccc4ccccc34)C2=O)cc1 (centres undefined)
→ i, i
Cn1c(=O)n(C)c2cc(NC(=O)CSc3ccccc3)ccc21
→ i, i
COc1ccc(CCNC(=O)c2c(O)c3c([nH]c2=O)CCCC3)cc1OC
→ i, i
CC(=O)Nc1ccc(NC(=O)[C@H](C)NC(=O)c2ccco2)cc1
→ i, i
CC(=O)c1cccc(NC(=O)c2cc(=O)[nH]c3ccccc23)c1
→ i, i

# Whole records, quoted from the list. Order of values: CHT allo act	CHT block
# Results for CC(=O)c1cccc(NC(=O)c2cc(=O)[nH]c3ccccc23)c1 → i	i
# Results for CCOC(=O)/C=C/C(=O)OCC(=O)Nc1ccc(Cl)cn1 → i	i
# Results for Cc1cccc(-c2nc(CS(=O)CC(=O)NCc3ccco3)c(C)o2)c1 (centres undefined) → i	i
